MOR-DOR inv ag: inverse agonists of MOR-DOR heterodimerization, primary screen, cell-based, luminescence. Mu-type opioid receptor (Homo sapiens) + Delta-type opioid receptor (Homo sapiens), …. cell-based MOR-DOR heterodimer luminescence, inverse agonism. inhibition, % at 9.3 µM. actives 0.21% (n = 340,000). AID 504357, 2011; in the data active means inhibition above about 22%, passing the limit was not always enough;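 further: 0% = cells with DMSO and 100% = wells without cells with DMSO; values of inactives mirror those of a sister screen read the other way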
Target sequence (P35372 whole entry, looked up): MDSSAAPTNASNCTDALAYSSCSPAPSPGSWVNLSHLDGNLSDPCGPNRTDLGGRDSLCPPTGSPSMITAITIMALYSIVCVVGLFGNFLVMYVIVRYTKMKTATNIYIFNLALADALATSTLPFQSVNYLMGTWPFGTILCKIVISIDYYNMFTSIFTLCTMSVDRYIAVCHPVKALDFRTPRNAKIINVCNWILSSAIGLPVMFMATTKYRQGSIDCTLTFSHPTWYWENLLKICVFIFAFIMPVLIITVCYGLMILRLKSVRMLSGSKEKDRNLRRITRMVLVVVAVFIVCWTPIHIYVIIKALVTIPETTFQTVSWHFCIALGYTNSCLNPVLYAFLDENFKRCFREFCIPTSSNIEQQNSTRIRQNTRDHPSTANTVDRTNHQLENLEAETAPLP
Target sequence (P41143 whole entry, looked up): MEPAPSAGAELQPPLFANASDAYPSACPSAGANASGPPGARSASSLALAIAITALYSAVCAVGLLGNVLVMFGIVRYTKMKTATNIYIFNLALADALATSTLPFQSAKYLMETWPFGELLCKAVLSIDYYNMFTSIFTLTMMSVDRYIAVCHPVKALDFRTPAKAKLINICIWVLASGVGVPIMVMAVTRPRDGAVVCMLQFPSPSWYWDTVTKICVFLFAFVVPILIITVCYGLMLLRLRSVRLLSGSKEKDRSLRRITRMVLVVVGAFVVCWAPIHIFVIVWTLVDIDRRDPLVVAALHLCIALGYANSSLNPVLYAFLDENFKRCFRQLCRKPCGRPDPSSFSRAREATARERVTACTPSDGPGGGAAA
PfHsp90 yeast 2: growth inhibition of PfHsp90-expressing yeast, primary screen, antimalarial PfHsp90 inhibitor project, S. cerevisiae, BacTiter-Glo luminescence, single point, set 2; BacTiter-Glo ATP, 48 h; yeast lacking PDR1 and PDR3 efflux regulators; AID 504621, 2011; actives 0.32% (n = 310,000); inhibition, % at 9.4 µM;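 active means every replicate shows inhibition above about 80%, whatever the replicate mean, limit read from the data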;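 further: 0% = DMSO neutral controls and 100% = 20 µM radicicol positive controls; yeast relying on Plasmodium falciparum Hsp90 in place of its own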
Pemphigus Ab inh: inhibitors of pemphigus antibody binding to DSG3, primary screen, biochemical, bead-based, flow cytometry, scFv-GFP. actives 0.48% (n = 310,000). AID 588358, 2011. binding (percent of control), % at 10 µM. DSG3-coupled beads, scFv-anti-DSG3-GFP binding; stronger effect = lower value. Desmoglein-3 (Homo sapiens), P32926;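 active means binding more than 3 SD below its plate's average and above zero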;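 further: hits lower antibody fragment binding to DSG3; some compounds called inactive have numbers as strong as hits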
PKA-R1A activ: activators of PKA-R1A holoenzyme, primary screen, biochemical, fluorescence polarization, Cy5-IP20, bovine R1A, mouse PKAc; PKA-R1A dissociation; scaled: DMSO 0%, 113 µM cGMP 100%; activation, % at 11.4 µM; actives 0.083% (n = 340,000);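 active means percent activation above the mean of all tested compounds plus 3 SD, cut at about 19% in these data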;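 further: higher means more PKAc released from R1A so a rise in polarization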
Ecoli viability: E. coli V3065 growth inhibition, primary screen, counter-screen for AddAB inhibitor project, absorbance, OD600; inhibition, % at 11.9 µM; AID 449728, 2010; actives 0.27% (n = 330,000); 18 h;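 active means inhibition above the campaign's mean inhibition across all tested compounds plus 3 SD, cut at about 9.9% in these data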;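 further: uninfected addAB+ strain grown without phage in ampicillin broth; 0% = DMSO wells and 100% = ciprofloxacin 0.95 µg/ml wells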
OPRM1-OPRD1 ag: agonists of OPRM1-OPRD1 heterodimerization, primary screen, cell-based, luminescence; Mu-type opioid receptor (Homo sapiens) + Delta-type opioid receptor (Homo sapiens), …; cells; activation, % at 9.3 µM; actives 0.3% (n = 340,000); in the data active means activation above about 18%;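 further: 0% = vehicle-treated cells and 100% = reference agonist; values of inactives mirror those of a sister screen read the other way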
Arr AP2 block: inhibitors of beta-arrestin/AP2 binding, primary screen, biochemical, GPCR trafficking, flow cytometry | beta-arrestin 1 C-terminal peptide binding to AP2 beta2-adaptin appendage (human) | FITC-arrestin peptide / GST-AP2 beads; AP2 beta2 appendage carries R879A mutation | inhibition, % at 10 µM | actives 0.31% (n = 340,000);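 active means inhibition above a set limit, near 3 SD of compounds lacking own fluorescence, cut at about 54% in these data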;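 further: plate controls were DMSO wells for no effect and 5 µM unlabelled arrestin peptide for full effect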
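Assay system: GST-AP2 R879A bound to glutathione beads, E. coli-expressed; Medium: PBS with 0.05% Tween 20 and 0.1% BSA; Also added: fluorescein-tagged arrestin peptide at 50 nM final; Timing: 12 min plus 1 h, RT; Measured by: flow cytometry, FL1 (488/535 nm); Evaluation: percent drop in bead-associated FITC signal.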
SUMO Mot1 rescue: yeast Mot1-301 growth rescue at high temperature, primary screen, SUMOylation pathway inhibitor project, S. cerevisiae, ATP luminescence, 38.5C; growth rescue, % at 18.8 µM; S. cerevisiae Mot1-301 growth rescue; percent above DMSO median, 100 means doubled; AID 2716, 2010; actives 1% (n = 320,000);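 active means every valid replicate shows activation above 250% relative to neutral control wells; inactive means the rest, any valid replicate at or below 250%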;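 further: OY570 slx delta 5 strain wells were the positive control but not used for scaling; some compounds called inactive have numbers as strong as hits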
Tat export inh: E. coli Tat export inhibitors, primary screen, MC4100, TorA-mCherry reporter, fluorescence, single point | inhibition, % at 10 µM | actives 0.036% (n = 340,000);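 active means mean replicate inhibition at least 50% and at least half of replicates individually reaching 50%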;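 further: exported cargo escapes ClpAP degradation while cytoplasmic cargo is degraded and loses fluorescence; 0% = median of neutral control wells and 100% = median of NaSCN control wells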
AddAB inh: growth inhibition of E. coli expressing H. pylori AddAB, primary screen, AddAB inhibitor project, absorbance; inhibition, % at 11.9 µM; actives 0.29% (n = 330,000); AID 435030, 2010; in the data active means inhibition above about 12%;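 further: 0% = vehicle wells of infected cells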
phage Ecoli inh: growth loss of phage-infected E. coli, primary screen, RecBCD inhibitor project, absorbance, with phage, HTS; inhibition, % at 11.9 µM; AID 651602, 2012; actives 0.26% (n = 360,000); in the data active means inhibition above about 11%
* marks the source's active call; other numbers are inactive results; i = inactive; . = not tested or not shown; + = active, no number. This is a random part of the collection (roughly 2.8% active in at least one column).

SMILES	MOR-DOR inv ag	PfHsp90 yeast 2	Pemphigus Ab inh	PKA-R1A activ	Ecoli viability	OPRM1-OPRD1 ag	Arr AP2 block	SUMO Mot1 rescue	Tat export inh	AddAB inh	phage Ecoli inh
CCN1CCN(CCCNC(=O)CCC(=O)N2CC(C)Oc3ccc(C)cc32)CC1 (stereo unspecified)	-2	-7	104	4	0.8	0.4	-3	4	-3	0.9	2.9
Fc1cccc(/C=N/Nc2nccnc2Cl)c1	12	13	97	14	-0.7	-2.3	7	-6	1	1.8	-0.2
COc1ccc(/C=N/Nc2nc(Nc3ccccc3)nc(N3CCCC3)n2)cc1	-2	-11	105	-19	-2.0	0.3	-5	5	-6	-3.1	2.5
Nc1nc(N)n(-c2ccccc2)c(=Nc2ccccc2)n1	6	-7	94	-5	-2.0	-1.2	-15	10	3	-0.6	-0.4
O=C(NC1CCCC1)C(c1ccncc1)N(C(=O)c1csnn1)c1ccccc1 (stereo unspecified)	-7	-7	96	-5	-1.8	1.1	13	265	-1	3.9	-3.0
Cc1cccc(NS(=O)(=O)c2c(C(=O)N3CCCC3)c(C)n(C)c2C)c1	0	-4	.	21*	-1.5	0.1	-6	174	26	3.9	-1.1
N#Cc1ccsc1NC(=O)CN1CCOCC1	8	-10	97	5	-0.3	-1.6	2	8	-4	1.1	0.4
COc1ccccc1C(=O)NCCC(=O)NNC(=O)Cn1ccc(C(F)(F)F)n1	-17	-8	110	-9	-1.7	2.6	4	309	-8	-2.7	1.8
COc1ccccc1N(CN1C(=O)c2ccccc2C1=O)C(=O)c1cccc(C)c1	18	-1	107	-7	1.2	-3.4	-7	126	1	0.8	1.2
CC1CN(c2nc3ccccc3nc2NS(=O)(=O)c2ccccc2)CC(C)O1 (stereo unspecified)	6	.	90	10	1.4	-1.2	-2	-12	6	1.5	1.8
CCOC(=O)C1(CCc2ccccc2)CCN(Cc2ccccn2)CC1	-28	25	110	-4	-1.2	5.0	2	24	0	2.0	0.6
Cn1c(=O)c(NC(=O)c2ccccc2)c2n(c1=S)CCCCC2	17	-11	110	4	-1.5	-3.1	34	5	1	-0.5	1.1
COc1cc(NC(=O)CSc2ncnc3c2cnn3Cc2ccccc2)cc(OC)c1	-9	-49	104	3	0.7	2.0	2	-23	4	2.2	1.2
Cc1ccc(C(=O)NCC(=O)OCC(=O)Nc2ncc(C(F)(F)F)cc2Cl)cc1	11	33	84	3	0.1	-2.2	10	-10	-2	3.7	3.3
C/C=C/CSc1nc2c(c(=O)[nH]c(=O)n2C)n1C(C)C	2	9	.	4	-4.3	-0.4	3	-16	5	-1.2	0.0
O=C(Cc1ccsc1)Nc1ccccc1F	-6	-11	97	4	-0.8	1.0	14	-4	0	2.1	0.9
Cc1cc(C)nc(NC(=O)CN2C(=O)c3ccccc3S2(=O)=O)n1	5	.	107	1	-0.4	-0.8	1	6	-2	-0.4	5.4
CCC(C)N(C(=O)CSc1ncnc2sccc12)C1CCS(=O)(=O)C1 (stereo unspecified)	9	6	103	-3	-1.2	-2.3	21	57	0	-0.1	1.2
Cc1cc(C)c(S(=O)(=O)NCCn2ccc3ccccc32)c(C)c1	-40	-14	111	1	-0.5	6.9	-3	-2	10	-4.5	2.4
Cn1c(CNC(=O)c2cccs2)n[nH]c1=S	15	-76	85	-8	2.3	-2.9	-3	-8	0	1.3	4.0
COC(=O)C1=CO[C@@H](C)[C@H]2CN3CCc4c([nH]c5ccccc45)[C@@H]3C[C@H]12	8	16	100	3	1.3	-1.4	6	25	-7	-1.1	1.3
CCCc1nc(N)c(C#N)c(-c2cccnc2)c1CC	11	-7	98	16	-1.6	-2.0	24	214	2	-1.2	2.4
Nc1nc(-c2ccc3c(c2)NC(=O)CO3)cs1	16	19	106	-8	-1.8	-2.9	-2	-8	-3	1.8	2.1
O=C(Nc1ccc(S(=O)(=O)N2CCCCC2)cc1)c1ccncc1	10	21	95	-8	-0.8	-1.6	0	6	1	-1.5	3.0
COc1ccc(C(=O)N2CCCC(C(=O)N3CCCCCC3)C2)cc1 (stereo unspecified)	14	.	105	-16	-3.7	-3.1	-5	.	-10	0.3	1.4
CN(C)C(=O)COc1ccc(Oc2ccccc2)cc1	-9	0	101	3	4.4	1.6	-5	i	-2	6.3	3.5
Cc1ccc(S(=O)(=O)NCCC(=O)OCC(=O)N(C)c2ccccc2)cc1	7	14	101	-7	0.8	-1.3	-11	566	2	0.7	-0.1
COc1ccc(S(=O)(=O)N(Cc2ccccc2)c2ccccc2C(=O)O)cc1	9	5	106	-14	-1.9	-1.8	4	132	-9	1.5	-0.4
O=C(COC(=O)CNC(=O)c1ccc(Cl)cc1Cl)NNC(=O)c1ccccc1F	8	5	99	2	-2.1	-1.5	32	-3	-3	-1.2	0.0
O=CN(c1ccccc1)c1ccc2ccccc2c1	4	45	108	-3	0.2	-0.7	-9	5	6	0.8	0.9
CCOc1ccccc1CN1CCNC(=O)C1CC(=O)N(C)CCC1CCOCC1 (stereo unspecified)	1	-12	.	-14	-0.6	-0.2	28	213	5	1.4	-0.3
O=C1C=C(c2ccc(F)cc2OCc2ccccc2)C[C@@H](c2ccc3c(c2)OCO3)C1	17	4	98	-3	0.0	-3.1	29	-9	-6	0.9	2.1
CCCNC(=S)Nc1c(C)n(C)n(-c2ccccc2)c1=O	6	17	97	-8	0.7	-1.1	9	-14	-8	0.2	0.1
CCOc1ccc(NC(=O)CN(C)C(=O)c2ccc(C)c(S(=O)(=O)N3CCCCC3)c2)cc1OCC	7	-16	103	-5	.	-1.3	-10	-13	3	.	-0.2
CCN1CCN(C(=O)C2CCN(S(=O)(=O)N3CCC4(CC3)OCCO4)CC2)CC1	17	0	99	9	1.5	-3.5	11	4	0	2.5	0.1
Cc1cc(NC(=O)COC(=O)c2cccc(S(=O)(=O)N3CCOCC3)c2)no1	19	5	104	-1	-0.9	-3.9	3	131	-4	3.6	1.9
CCc1ccccc1NC(=O)c1nnn(CC(=O)Nc2cccc(C)c2C)c1N	-40	-13	91	6	-0.9	6.8	4	141	-5	1.7	-0.3
COc1ccc(-c2cc(C(=O)N3CCCC(C(F)(F)F)C3)c3ccccc3n2)cc1OC (stereo unspecified)	6	-5	98	-4	0.1	-1.3	5	1	12	-0.2	1.5
CC(=O)Nc1ccc(/C(C)=N/NC(=O)c2ccncc2)cc1	15	-17	98	-2	0.3	-2.9	2	+	-7	4.5	3.8
CN(CC(=O)Nc1ccc(C#N)cc1)Cc1ccc(Cl)cc1	-18	4	102	3	0.6	3.1	14	5	2	1.8	3.1
CCCC(=O)c1c[nH]c(C(=O)NCCCN2CCOCC2)c1	11	13	100	3	-2.6	-2.6	2	-11	-9	3.4	3.8
Cc1ccc2cccc(S(=O)(=O)Nc3ccc4c(c3)OCO4)c2n1	-6	15	100	-2	2.5	1.1	7	-16	-4	1.9	4.8
CC1(C)CC(=O)C2=C(C1)OC(=O)C2(NC(=O)c1cccs1)C(F)(F)F (stereo unspecified)	6	0	98	9	-1.2	-1.1	10	-2	-3	0.8	3.0
COc1ccc2nc(C)cc(SCC(=O)N/N=C/c3ccco3)c2c1	-10	-44	125	2	-0.8	1.3	-2	8	11	1.2	0.4
C=CCNC(=O)c1ccccc1CCc1ccccc1	10	.	116	-12	-0.6	-1.9	-2	2	-2	0.7	0.6
COc1ccc2nc(N3C(=O)/C(=C/c4ccccc4)NC3=S)sc2c1	12	-33	114	-4	-3.5	-2.2	1	98	-1	-2.9	1.4
Cc1ccc(N2C(=S)N=C(Nc3ccccc3C)C23CCOC(C)(C)C3)cc1 (stereo unspecified)	-77	.	98	4	-1.7	15	8	.	1	0.7	1.6
COc1ccc(N2CCN(C(=O)/C(C#N)=C/c3ccccc3)CC2)cc1	7	21	103	-15	-1.9	-1.2	-2	7	0	3.4	1.2
COc1ccc(NC(=O)CN(C)C(=O)c2ccc(N3CCCC3)c([N+](=O)[O-])c2)cc1	14	-10	104	-6	0.2	-2.1	-4	-16	0	0.8	2.3
CC(C)(C)c1ccc(-c2nc(C#N)c(NCc3ccncc3)o2)cc1	3	8	104	-8	-2.3	-0.6	22	11	7	1.2	2.2
Additional records follow.
SMILES	MOR-DOR inv ag	PfHsp90 yeast 2	Pemphigus Ab inh	PKA-R1A activ	Ecoli viability	OPRM1-OPRD1 ag	Arr AP2 block	SUMO Mot1 rescue	Tat export inh	AddAB inh	phage Ecoli inh
CCCCc1ccc(NC(=O)N[C@H](C(=O)O)C(C)C)cc1	9	-9	97	1	1.0	-1.9	4	-15	-1	-0.9	2.5
Cc1ccc(C(=O)N/C(=C\c2ccc(F)cc2)C(=O)NCCN2CCOCC2)cc1	9	24	.	1	-0.8	-1.4	-19	49	2	1.1	-2.2
CC(C)(C)NC(=O)CSc1ncccc1-c1nc2ccccc2[nH]1	9	18	104	-13	2.4	-1.8	-2	6	2	5.2	-0.3
Cc1ccccc1NC(=O)c1ccccc1O	15	-1	103	-2	0.3	-2.8	-2	11	3	1.2	5.9
CCOc1ccc(CN(C)C(=O)CCc2ccc(S(=O)(=O)N3CCCCCC3)cc2)cc1	5	7	115	-1	-2.8	-1.1	-2	.	3	0.1	1.6
O=C(c1ccc(S(=O)(=O)NCc2ccco2)cc1)N1CCCC1	12	-12	100	6	-3.7	-2.2	28	-2	-3	-2.6	3.2
Cc1cc(C)c2cc(CN(CCO)Cc3nnnn3Cc3ccc(F)cc3)c(=O)[nH]c2c1	13	-1	94	-11	.	-2.6	21	.	24	.	2.1
O=C(COC(=O)c1ccc2ncsc2c1)NCc1cccc(Cl)c1	6	-34	96	-4	-0.9	-1.4	19	3	-7	-2.0	1.2
O=C(CSc1nc2cc(S(=O)(=O)N3CCOCC3)ccc2o1)Nc1c(F)cccc1F	16	9	95	0	2.1	-3.1	4	-6	-3	5.9	1.1

Compound activity from PubChem BioAssay.
